PLC-gamma1 inh – inhibitors of human phospholipase C gamma1; AID 720700; 370,000 compounds, 0.84% hits; purified PLC-gamma1, fluorogenic substrate, fluorescence; inhibition, % at 12.2 µM; in the data active means inhibition above about 9.5%
DDE Tn6 FP inh – disrupts Tn6 cyclic peptide binding to fibrin D-Dimer-E complex; inhibition, % at 8.3 µM; Fibrin DD(E) TRITC-Tn6 fluorescence polarization displacement; 370,000 compounds, 0.21% hits; AID 720509;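 active means inhibition above a per-campaign cutoff: mean of compounds within control limits plus 3 SD, cut at about 15% in these data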;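 further: 0% = median of all compound wells on the plate and 100% = blocking peptide control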
Target sequence (P02675 whole entry, looked up): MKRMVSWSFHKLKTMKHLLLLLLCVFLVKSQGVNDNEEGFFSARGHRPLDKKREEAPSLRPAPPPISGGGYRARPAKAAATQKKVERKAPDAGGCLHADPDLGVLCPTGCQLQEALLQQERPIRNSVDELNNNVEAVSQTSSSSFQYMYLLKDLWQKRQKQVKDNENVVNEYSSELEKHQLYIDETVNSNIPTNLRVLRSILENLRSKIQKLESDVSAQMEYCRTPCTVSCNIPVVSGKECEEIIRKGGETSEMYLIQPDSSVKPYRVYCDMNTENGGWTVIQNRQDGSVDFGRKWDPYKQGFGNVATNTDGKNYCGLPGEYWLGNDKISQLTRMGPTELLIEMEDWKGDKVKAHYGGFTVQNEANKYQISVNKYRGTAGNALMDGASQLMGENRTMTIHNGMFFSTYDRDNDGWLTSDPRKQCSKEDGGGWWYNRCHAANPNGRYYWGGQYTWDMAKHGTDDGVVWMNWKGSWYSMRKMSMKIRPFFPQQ
LEDGF integ inh – blocks HIV-1 LEDGF/p75-dependent DNA integration; 370,000 compounds, 0.64% hits; inhibition, % at 3.7 µM; TR-FRET IN-LEDGF/p75 DNA integration, Eu/Cy5;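 active means inhibition above the screen-wide mean plus 3 SD, cut at about 13% in these data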;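 further: signal is the Cy5 over europium emission ratio at 671 and 618 nm; 0% = plate median of compound wells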
ADAM10 inh – inhibitors of human ADAM10; O14672; recombinant ADAM10, EDANS/DABCYL FRET peptide cleavage, 3 h; inhibition, % at 7 µM; 370,000 compounds, 0.62% hits; AID 720582;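 active means inhibition above a per-campaign cutoff equal to the mean of compounds falling between control-based bounds plus 3 SD, cut at about 20% in these data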;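 further: 0% = DMSO wells while the 100% control is not disclosed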
ADAM17 inh – ADAM17 inhibition, QFRET primary screen; P78536; recombinant ADAM17, EDANS/DABCYL FRET peptide cleavage; inhibition, % at 6.95 µM; 370,000 compounds, 0.83% hits;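 active means inhibition above the mean of compounds lying between control limits plus 3 SD, set per campaign, cut at about 8.5% in these data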;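 further: 0% = DMSO-only wells as the low control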
DDE Tn7 FP inh – DD(E)-Tn7 binding inhibition, primary FP screen | AID 720508 | inhibition, % at 8.3 µM | 370,000 compounds, 0.13% hits | FP displacement of FITC-Tn7 peptide from fibrin DD(E); 0% = median of compound wells per plate | P02675;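 active means inhibition above the mean of compounds falling within the control limits plus 3 SD of them, cut at about 14% in these data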;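 further: 0% = plate median of compound wells and 100% = 10 µM Aha-Tn7 peptide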
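system = human fibrin DD(E) protein | quantity = DD(E) 2 µM final | medium = Tris/NaCl/CaCl2 buffer, pH 7.8 | also added = labelled Tn7 tracer, 0.1 µM | compound dosing = single point at 8.3 µM | timing = compound with protein 10 min, then 3 h after probe, room temperature | signal = FP measurement | benchmarks = Aha-Tn7 high control | repeats = one replicate per compound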
proKLK7 act – activates the human kallikrein-7 zymogen; P49862; 370,000 compounds, 0.9% hits; activation, % at 7 µM; AID 652039; purified proKLK7, EDANS-DABCYL substrate fluorescence; 100% is mature enzyme control, 0% vehicle;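 active means activation above the mean of all tested compounds plus 3 SD, computed per campaign excluding outliers beyond control limits, cut at about 13% in these data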
ARFGAP1 inhibitor – inhibitors of rat ARFGAP1; Q62848; Arfgap1-stimulated ARF1 GTP hydrolysis, GDP FP detection; inhibition, % at 16.5 µM; 360,000 compounds, 0.26% hits;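 active means inhibition above a per-plate limit, mean inhibition of low control wells plus 3 SD, cut at about 25% in these data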;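 further: 0% = DMSO wells with enzyme and 100% = wells lacking Arfgap1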
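Material – truncated rat Arfgap1 GAP domain · Buffer or medium – HEPES-based buffer, pH 7.5 · Reagent – human ARF1(Δ1-17)-GTP substrate · Dosing – 16.5 µM single point, 1.26% DMSO · Schedule – GTP hydrolysis reaction 2 h at 25 °C · Technique – GDP detection by fluorescence polarization · Benchmarks – No-Arfgap1 wells (100%) versus DMSO full-reaction wells (0%) · Repeats – single replicate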
TDP2 inh – TDP2 (human) inhibition, absorbance primary screen; 370,000 compounds, 0.34% hits; recombinant TDP2, T5PNP hydrolysis, p-nitrophenol absorbance 415 nm; inhibition, % at 12.8 µM; O95551;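 active means inhibition above the mean of all tested compounds plus 3 SD, set per campaign, cut at about 25% in these data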;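 further: 0% = DMSO with enzyme and 100% = buffer with substrate but no TDP2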
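Material: recombinant human TDP2; quantity: TDP2 enzyme at 120 nM final; medium: Tris-HCl pH 7.5 with MgCl2; compound: single concentration, 12.8 µM nominal, with 1% DMSO; incubation: 2 h enzyme incubation at 37 °C; signal: epi absorbance; measure: percent inhibition; benchmarks: high control without enzyme, low control DMSO plus TDP2; repeats: singlicate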
ASAP1 inh – blocks human ASAP1-stimulated Arf1 GTP hydrolysis. Q9ULH1. GDP FP detection. inhibition, % at 16.5 µM. 360,000 compounds, 0.19% hits. AID 624377; in the data active means inhibition above about 25%;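 further: 0% = vehicle with enzyme and substrate and 100% = no enzyme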
Target sequence (Q9ULH1 325-724 limits assumed): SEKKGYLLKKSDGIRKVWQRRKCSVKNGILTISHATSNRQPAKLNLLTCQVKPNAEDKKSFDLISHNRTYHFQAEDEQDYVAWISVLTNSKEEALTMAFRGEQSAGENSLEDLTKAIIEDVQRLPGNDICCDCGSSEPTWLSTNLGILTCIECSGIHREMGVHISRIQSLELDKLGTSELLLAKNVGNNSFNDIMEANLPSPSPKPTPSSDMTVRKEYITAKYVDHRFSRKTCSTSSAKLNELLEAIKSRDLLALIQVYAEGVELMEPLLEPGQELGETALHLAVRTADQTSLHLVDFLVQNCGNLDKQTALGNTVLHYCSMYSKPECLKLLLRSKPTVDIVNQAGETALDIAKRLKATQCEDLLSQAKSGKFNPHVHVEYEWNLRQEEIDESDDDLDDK
* marks the source's active call; other numbers are inactive results; i = inactive; · = not tested or not shown.

PLC-gamma1 inh	DDE Tn6 FP inh	LEDGF integ inh	ADAM10 inh	ADAM17 inh	DDE Tn7 FP inh	proKLK7 act	SMILES	ARFGAP1 inhibitor	TDP2 inh	ASAP1 inh
-95	4	-2	-92	-24	8	·	CCC[C@H]1[C@@H](NC(=O)c2cccc(N(C)C)c2)CC[C@@]23CCCN2C(=O)CCC[C@@H]13	·	6	·
-1	1	-3	-1	-6	1	-0.1	CNC(=S)Nc1ccc(N2CCN(c3ccc(C(F)(F)F)cn3)CC2)nc1	2	2	12
1	0	0	10	-5	3	0.0	O=C(NCCSC1CCCCC1)c1ccccc1	0	12	2
-2	10	1	-2	-2	2	0.3	O=C(NCc1ccccc1)C1=C[C@H](C2CCCCC2)C[C@H](OCCCCO)O1	-11	7	-6
-1	-5	0	-1	-3	1	-0.3	CCOc1ccc(C2=CC(=O)C[C@H](c3ccc(OC)cc3)C2)cc1	-4	-8	5
0	2	5	3	-8	0	-0.3	CC(=O)c1ccc(S(=O)(=O)N2CCN(C(=O)c3ccc(-n4nc(C)c(Cl)c4C)cc3)CC2)cc1	0	4	6
8	2	1	3	5	-2	0.6	Cc1ccc(OCCOCCn2ccnc2)c(Br)c1	0	-7	0
9.8*	2	-3	14	9.9*	-6	0.1	CCOC(=O)CC1(C)Oc2ccccc2N1S(=O)(=O)c1ccc(C)cc1 (centres undefined)	10	-20	-5
0	10	-1	2	0	-7	0.2	COc1ccc(N2CC(C(=O)Nc3ccc(S(=O)(=O)Nc4nc(C)cc(C)n4)cc3)CC2=O)cc1 (centres undefined)	-1	-3	0
-1	-3	-2	-4	0	-1	1.3	Cc1cc(C)c2c(=O)n3c(nc2c1)C(CC(C)C)NC(=O)c1cccnc1-3 (centres undefined)	-2	7	-5
0	-1	-3	14	6	2	0.6	Cc1ccc(-c2ccc(CN3C(CC(C)C)C(=O)N(Cc4cn(CCC5OCCCO5)nn4)CCS3(=O)=O)cc2)cc1 (centres undefined)	7	-1	13
-2	1	0	-20	-6	7	2.9	COc1cccc2c(=O)n(CC(=O)Nc3cccc(F)c3)ccc12	4	6	-7
-2	5	-2	6	0	5	0.7	O=C(NCc1cccnc1)c1cn(-c2ccccc2)nc1-c1cccs1	7	-4	2
2	-5	-2	4	-2	8	-0.4	O=[N+]([O-])c1ccc(N2CCN(Cc3ccccc3)CC2)nc1	-6	1	-15
2	0	1	5	-1	-3	0.1	Cc1cccc(-n2c(SCC(=O)Nc3ccc4c(c3)OCO4)nnc2-c2ccoc2C)c1	13	-9	2
0	-1	-5	-2	3	1	-0.1	COc1cccc(CNC(=O)c2nnn(-c3ccc(OC(F)(F)F)cc3)c2N)c1	7	-6	11
5	-1	-5	-3	-2	-5	0.4	Nc1nc(SCc2ccc(F)cc2)ns1	12	4	1
1	4	-1	-5	-1	-5	0.6	CC1CC(C)(C)NC(=S)N1CC(=O)NCc1ccc(Cl)cc1 (centres undefined)	3	2	-2
6	-6	-1	10	7	1	-0.3	CC(=O)c1cccc(NC(=O)CSC(=O)c2ccccc2)c1	-11	-21	2
1	-7	-3	8	-3	7	-0.2	O=C(CCN1C(=O)/C(=C/c2cccc(Br)c2)SC1=S)Nc1cccnc1	13	-2	13
0	-5	1	4	-3	1	-0.1	COc1ccnc2c1c(=O)n(Cc1ccccc1Cl)c(=O)n2C	3	10	-3
3	1	2	3	0	0	-0.3	O=C1[C@H]2[C@@H](c3ccc(C(F)(F)F)cc3)N[C@]3(CCCN(Cc4ccco4)C3=O)[C@H]2C(=O)N1Cc1ccccc1	13	8	7
2	-4	0	-11	2	-2	-0.1	C=CCSc1nc(N)c(NC(=O)c2ccco2)c(=O)[nH]1	-3	-5	0
-33	-4	-3	-81	-29	-8	3.1	CCC(C)COC(=O)C(C#N)c1nc2ccccc2nc1N1CCCCC1 (centres undefined)	14	8	6
0	-2	-3	-9	-4	3	0.2	COc1cc(C(=O)OCC(=O)NCc2ccc(F)cc2)ccc1OCC(C)C	11	9	3
1	0	2	6	-2	-1	-0.2	CN(CCc1ccccc1)C1CCCN(S(=O)(=O)c2cccc(F)c2)C1 (centres undefined)	-5	-13	4
1	-1	-5	-1	-4	-3	-0.4	O=[N+]([O-])c1ccc(N2CCN(c3ccccc3)CC2)cc1	12	4	3
3	-1	2	-5	-1	3	-0.5	CCCS(=O)(=O)NC(=O)C1(C)CCCN(C(=O)c2c(C)noc2C)C1 (centres undefined)	9	-8	12
4	-2	-4	-4	-1	-5	-0.2	COc1ccc(-n2c(SCC(=O)Nc3nccs3)nnc2-c2ccccc2)cc1	0	5	9
-1	5	-6	-4	-5	4	-0.6	CCOC(=O)N1CCC(NC(=O)Cn2nc(Cc3ccncc3)c3ccccc3c2=O)CC1	6	-3	-6
1	1	-4	-1	-2	1	0.1	CCCCN1C2CCCC1CC(NC(=O)c1cccc(OC)c1)C2 (centres undefined)	-7	10	4
-3	1	-3	-4	-3	-13	0.3	COc1ccc(-n2ncc3c(=O)n(CC(=O)OCc4ccccc4)cnc32)cc1	-5	2	1
1	3	3	-9	1	-2	-0.4	CCOC(=O)c1cccc(NC(=O)CNS(=O)(=O)c2cccs2)c1	0	-4	-4
0	1	1	-3	-3	-1	-0.1	Cc1cccc(NC(=O)CN(C)S(=O)(=O)c2cccc3cccnc23)c1C	5	-3	-10
1	12	-2	11	1	10	0.5	COc1cc(C(=O)OC(C)C(=O)NC(=O)NC2CCCCC2)ccc1OC(F)F (centres undefined)	-5	-7	-13
1	-11	-8	5	2	-2	-0.2	Cc1cccc(CNC(=O)CCn2ccc3cc(S(=O)(=O)N4CCCC4)ccc32)c1	7	-17	0
0	2	1	5	3	0	0.2	N#CC1=C2SC=C(c3ccc(Br)cc3)N2CCCC1=O	1	1	-1
-2	2	6	1	-3	-6	·	COc1ccc2c(c1)C[C@@H](CON1C(C)(C)CCCC1(C)C)N2S(=O)(=O)c1ccc(C)cc1	·	-5	·
-1	0	-2	4	1	-2	0.7	COc1cccc(C(=O)Nc2ccc(C(F)(F)F)n(C)c2=O)c1	1	8	7
0	0	-1	11	1	3	-0.1	COc1ccc(-c2sc(Nc3ccccc3)n[n+]2-c2ccccc2)cc1Br	8	-2	8

Two of these compounds, reformatted:
PLC-gamma1 inh	DDE Tn6 FP inh	LEDGF integ inh	ADAM10 inh	ADAM17 inh	DDE Tn7 FP inh	proKLK7 act	ARFGAP1 inhibitor	TDP2 inh	ASAP1 inh	mol
0	1	1	-3	-3	-1	-0.1	5	-3	-10	Cc1cccc(NC(=O)CN(C)S(=O)(=O)c2cccc3cccnc23)c1C
-2	2	6	1	-3	-6	·	·	-5	·	COc1ccc2c(c1)C[C@@H](CON1C(C)(C)CCCC1(C)C)N2S(=O)(=O)c1ccc(C)cc1

Further structures follow:
PLC-gamma1 inh	DDE Tn6 FP inh	LEDGF integ inh	ADAM10 inh	ADAM17 inh	DDE Tn7 FP inh	proKLK7 act	SMILES	ARFGAP1 inhibitor	TDP2 inh	ASAP1 inh
i	-5	-4	i	-178	3	12	O=C(Nc1nc2ncccn2c1-c1ccccc1)C1CC1	·	2	·
-45	12	0	-2	2	-1	-4.3	CCN(CC)c1ccc(C=Nc2ccc(OC)c(S(=O)(=O)N3CCOCC3)c2)c(O)c1	-4	-8	-21
-15	0	1	-31	-24	-4	-2.0	COc1ccc(CCn2c(=N)c(C(=O)NCc3ccco3)cc3c(=O)n4ccccc4nc32)cc1OC	5	-7	9
-146	0	-1	-90	-31	0	15*	COc1cc2c(cc1OC)CN(Cc1cc(=O)oc3cc(C)c(Cl)cc13)CC2	12	-4	3
-1	-4	-6	-6	-1	-3	0.5	Cc1noc(C)c1/C=N/Nc1ccccn1	2	12	2
3	12	0	-4	-1	3	0.3	CC(=O)C1(C)N(O)C(C)(C)C(c2ccco2)=[N+]1[O-] (centres undefined)	5	-2	-6
-1	-3	-1	2	-1	-3	-0.7	COc1ccccc1/C=C/C(=O)Nc1ccc2c(c1)OCCO2	1	5	5
3	0	4	-11	-4	1	0.1	O=C(Cn1[nH]c(=O)c2ccccc2c1=O)NNC(=O)c1ccccc1	-8	-5	-4
-6	-2	1	4	2	-2	0.5	Oc1ccc(N2CCN(c3ncnc4sc5c(c34)CCC5)CC2)cc1	-6	-1	5
-1	-4	-2	-7	-3	0	-1.1	Cc1ccc(C(=O)Nc2cccc([N+](=O)[O-])c2)cc1S(=O)(=O)Nc1ccc(C(=O)O)cc1	5	3	19
5	-6	1	1	0	-3	1.2	CC(C)N(C(=O)c1nn(C)c2c1CSc1ccccc1-2)C1CCCCC1	6	-9	0
-6	9	4	-7	-5	5	-0.7	CC(=O)N1CCN(S(=O)(=O)c2cccc(C(=O)NNC(=O)Cn3nc(C)cc3C)c2)CC1	-3	3	-2
3	-1	3	7	2	2	-0.4	Cc1cc(N=Nc2ccc(Cl)cc2)cc(CN2CCCC2)c1O	-1	5	2
3	3	2	-4	-1	-1	0.2	Cc1csc(CCc2nc(C)cs2)n1	3	-2	-2
i	2	2	i	i	4	36*	CCCCn1c(N)c(N(CCOC)C(=O)COC(=O)c2ccccc2NCCO)c(=O)[nH]c1=O	-5	3	-8
